Pol beta inh: inhibitors of human DNA polymerase beta. actives 1.3% (n = 340,000). Pol beta primer extension/strand displacement, fluorescence kinetic. P06746. AID 485314. Potency, µM (titrated, usually from 114 µM), inactives show at the highest dose activity change, negative = inhibition, usual class: inhibitors; also: potency is read from the fitted curve at half-maximal effect; % is scaled to controls: 0 for no effect and ±100 for the full control effect
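10 nM enzyme + cpd, 15 min RT; start with substrate 50 nM final; read 0 min and after 10 min RT. Corrected, normalized data; 4-parameter Hill curve fit.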
TRHR ag: activates the human TRH receptor. actives 0.18% (n = 360,000). TRHR cells, calcium flux fluo-8, FDSS agonist mode. activation, % at 2 µM; in the data active = activation above about 30%; also: 0% is about no effect
Target sequence (P34981 whole entry, looked up): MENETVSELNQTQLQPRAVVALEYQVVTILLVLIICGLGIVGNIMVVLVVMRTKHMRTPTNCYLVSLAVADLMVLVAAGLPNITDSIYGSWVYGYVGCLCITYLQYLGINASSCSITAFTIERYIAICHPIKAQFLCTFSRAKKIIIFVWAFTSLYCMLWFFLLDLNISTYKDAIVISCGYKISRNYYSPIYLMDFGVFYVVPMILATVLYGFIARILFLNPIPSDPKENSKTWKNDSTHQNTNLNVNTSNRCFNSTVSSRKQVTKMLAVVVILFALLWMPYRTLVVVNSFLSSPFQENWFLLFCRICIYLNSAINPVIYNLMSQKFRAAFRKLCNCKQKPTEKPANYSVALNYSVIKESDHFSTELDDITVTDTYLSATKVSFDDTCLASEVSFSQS
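Read-out: compound-evoked intracellular calcium rise in TRHR cells, fluo-8 dye, kinetic FDSS fluorescence at 1 s/cycle following a 10-cycle baseline. Cells cultured overnight before dye loading (30 min–1.5 h, RT).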
POLI inh: inhibitors of human DNA polymerase iota; Q9UNA4; Pol iota fluorescent replication assay, 10 min; Potency, µM (titrated, usually from 115 µM), for inactives: top-dose activity, negative = inhibition, usual class: inhibitors; actives 1% (n = 390,000); AID 588590; also: potency is read from the fitted curve at half-maximal effect
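Pol iota at 10 nM preincubated 15 min with compounds at room temperature; reaction started with fluorescent substrate, 50 nM final. Fluorescence read kinetically at 0 and 10 min; buffer-only wells as negative control.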
Anesthetic bind: candidate novel general anesthetic via apoferritin binding; AID 485281; Potency, µM (titrated, usually from 77.5 µM), without a hit: at the top dose activity change, negative = displacement, actives largely listed as inhibitors; apoferritin/1-aminoanthracene competitive binding, fluorescence; actives 0.074% (n = 350,000); P02791; also: potency is read from the fitted curve at half-maximal effect; % is scaled to controls: 0 for no effect and ±100 for the full control effect; nearly all actives have a fitted effect of over 20% in size
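Horse-spleen apoferritin (10 uM) in 50% saturated 1-aminoanthracene in PBS was incubated 10 min at room temperature with compound. Fluorescence (ex 380, em 535 nm) was normalized to free and bound 1-AMA, with concentration-response fitted by a four-parameter Hill equation.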
BLM inh: blocks DNA unwinding by human BLM helicase | recombinant BLM DNA unwinding, fluorescence dequenching | actives 0.2% (n = 350,000) | Potency, µM (highest dose often 56.1 µM), inactives show at the highest dose activity change, negative = inhibition, hits mostly inhibitors | AID 2528 | P54132;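 also: potency is read from the fitted curve at half-maximal effect; plate controls were vehicle for no effect and no enzyme for full effect; nearly all actives have a fitted effect of over 35% in size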
12-LOX inh: blocks human arachidonate 12S-lipoxygenase. P18054. purified 12hLO, xylenol orange hydroperoxide absorbance. Potency, µM (doses to about 108 µM), for the others: at the highest dose activity change, negative = inhibition, hits mostly inhibitors. actives 1.1% (n = 580,000). AID 1671190; also: potency is read from the fitted curve at half-maximal effect; % is scaled to controls: 0 for no effect and ±100 for the full control effect
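Purified human 12hLO at 150 nM in 25 mM Hepes, 0.01% Triton X-100, pH 7.0, preincubated 15 min at room temperature with compound. Reaction started with 40 uM arachidonic acid, 30 min at room temperature. Hydroperoxide measured by Fe-xylenol orange, 573/405 nm absorbance ratio.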
APE1 inh: blocks human APE1 abasic DNA cleavage; recombinant APE1, TAMRA/BHQ-2 abasic DNA cleavage fluorescence; actives 0.35% (n = 350,000); P27695; Potency, µM (highest dose often 65.8 µM), inactives show at the top dose activity change, negative = inhibition, most hits filed as inhibitors;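 also: potency is read from the fitted curve at half-maximal effect; plate controls were vehicle for no effect and reference inhibitor for full effect; nearly all actives have a fitted effect of over 55% in size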
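Enzyme (0.75 nM final) and test compound are incubated 15 min at room temperature before adding 50 nM quenched THF abasic-site duplex. Cleavage dequenches TAMRA, followed at 525/598 nm over three reads one minute apart.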
ERG Ets-DNA blk: blocks human ERG Ets domain binding to DNA; P11308; fluorescence polarization, His-ERG Ets domain / labelled DNA; Potency, µM (doses to about 76.9 µM), inactives show at the top dose FP activity, negative = inhibition, usual class: inhibitors; actives 0.028% (n = 370,000); AID 624246; active = well fitted inhibition curve with a large enough effect in the polarisation, with a control signal flat; inconclusive = small, poorly fitted or top-dose-only effect, or effect the other way, or a change in a side signal; inactive = no such curve, though single readings can be large or run the other way; the % refers to the polarisation;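 also: polarization taken with two DNA probes labelled with fluorescein and Texas red; potency is read from the fitted curve at half-maximal effect; % of control where 0% means no effect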
Target sequence (P11308 whole entry, looked up, the tested form may be a part): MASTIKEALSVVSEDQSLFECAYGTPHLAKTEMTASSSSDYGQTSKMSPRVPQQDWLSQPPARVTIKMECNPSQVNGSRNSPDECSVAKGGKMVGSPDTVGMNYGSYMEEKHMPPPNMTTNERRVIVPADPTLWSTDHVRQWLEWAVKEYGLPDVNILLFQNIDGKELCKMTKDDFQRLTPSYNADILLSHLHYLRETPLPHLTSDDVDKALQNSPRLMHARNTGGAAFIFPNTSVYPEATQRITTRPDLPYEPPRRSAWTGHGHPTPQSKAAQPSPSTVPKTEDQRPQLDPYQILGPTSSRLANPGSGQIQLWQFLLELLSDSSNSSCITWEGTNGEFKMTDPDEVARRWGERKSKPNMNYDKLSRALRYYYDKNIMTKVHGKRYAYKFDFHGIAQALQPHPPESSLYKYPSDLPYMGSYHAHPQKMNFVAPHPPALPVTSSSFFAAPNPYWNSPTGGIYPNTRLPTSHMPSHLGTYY
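His-tagged ERG Ets domain (1 uM in the protein solution; 300mM KCl, 50mM Tris-HCl, 1mM EDTA, 1mM DTT, pH 7.5) received compound, then a probe mix of 5 nM fluorescein-DNA and 100nM Texas-615-DNA. Fluorescence polarization was read for both dyes.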
POLK inh: inhibitors of human DNA polymerase kappa. AID 588579. Q9UBT6. actives 0.53% (n = 400,000). purified Pol kappa, fluorescent DNA synthesis assay, 10 min. Potency, µM (titrated, usually from 107 µM), inactives show at the top dose activity, negative = inhibition, hits mostly inhibitors; also: potency is read from the fitted curve at half-maximal effect; % is scaled to controls: 0 for no effect and ±100 for the full control effect
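Kinetic fluorescence screen: compound preincubated 15 min RT with 10 nM enzyme; 50 nM substrate (final) initiates; reads at 0/10 min.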
* marks the source's active call; other numbers are inactive results; u = inconclusive; x = no result given; & = joins results of further samples; [ ] = another dose, or the depositor's remark. Unless noted, calls follow the shape of the dose curve; as a rule, active = well fitted curve in the direction sought with a large enough effect; inconclusive = small, poorly fitted or top-dose-only effect, or another doubt; inactive = no such curve, though single readings can be large; an effect the other way counts as inactive or inconclusive. Some of the compounds tested. The share of hits here may be higher or lower than overall.

smiles	Pol beta inh	TRHR ag	POLI inh	Anesthetic bind	BLM inh	12-LOX inh	APE1 inh	ERG Ets-DNA blk	POLK inh
O=C(Cc1ccccc1)NNC1CC(=O)N(c2ccc(Cl)cc2)C1=O (stereo not drawn)	10%	-0.2	172%[activator]	-10%	-1%	-14%	3%	8%	-10%
CS(=O)(=O)NCc1nnc(SCc2c(F)cccc2Cl)o1	17%	0.4	74%[activator]	u	-3%	3%	8%	-12%	0%
COc1ccc(CNC(=O)Nc2cn(CC(C)C)c(=O)c3ccccc23)c(OC)c1	31%	-0.2	22µM*	-6%	-10%	0%	x	2%	-1%
O=C(Nc1ccc(Cl)c(Cl)c1)Nc1cc(C(=O)N2CCOCC2)ccc1N1CCCCC1	x	x	u	x	x	9%	x	-17%	10%
CCNc1nc(SCC(=O)Nc2ccc(Cl)c(Cl)c2)nc(N2CCOCC2)n1	-10%	0.0	43%[activator]	-13%	0%	0%	2%[12.4 µM]	-5%	-20%
Cc1ccc(-n2nc3c(=O)n(C(C)C(=O)NCc4ccc(OC(C)C)cc4)nc(C)c3c2C)cc1 (stereo not drawn)	5%	-0.7	11%	u	-5%	-20%	x	-4%	-17%
COc1ccc(NS(=O)(=O)c2cc(S(C)(=O)=O)ccc2C)cc1	6%	-0.2	17%	-7%	3%	-16%	7%	-1%	-6%
COC(=O)c1[nH]c2cccc(OC)c2c1NC(=O)CN(C)CC1OCCO1	22%	-0.1	14%	-9%	0%	-16%	12%	-1%	-2%

Remaining list, next part.
smiles	Pol beta inh	TRHR ag	POLI inh	Anesthetic bind	BLM inh	12-LOX inh	APE1 inh	ERG Ets-DNA blk	POLK inh
CCn1nc(C)c(NC(=O)CC23CC4CC(CC(C4)C2)C3)c1C	3%	2.0	13%	-4%	-6%	-4%	2%	3%	1%
CCSc1ccc2nnc(-c3cccc(F)c3)n2n1	0%	-0.4	32%[activator]	u	5%	u	11%	-14%	1%
Cc1ccc2nc(NCCCN3CCOCC3)c(C=NCCCN3CCOCC3)c(=O)n2c1	-1%	0.3	u	4%	-4%	382%[activator]	-4%	1%	-13%
O=C1N(CN2CCN(c3cccc(Cl)c3)CC2)c2ccccc2C12OCCCO2	8%	0.0	-3%	-1%	-11%	8%	3%	0%	-1%
COc1ccc(Nc2sc(C(=O)c3ccc(Cl)cc3)c(N)c2C(=O)Nc2ccccc2OC)cc1	0%	11	6%	u	-10%	u	-6%	0%	-2%
CCN(CC)c1ccc(NC(=O)c2cnccn2)cc1S(=O)(=O)Nc1ccc(OC)cc1	3%	0.1	14%	-24%	-10%	-19%	-3%	0%	-7%
CC(NC(=O)COC(=O)CCc1nc(=O)c2ccccc2n1C)c1ccccc1 (stereo not drawn)	7%	0.3	26%	-3%	3%	-20%	11%	0%	-8%
Nc1ncnc(N(c2ccccc2)C2CCCCC2)c1[N+](=O)[O-]	0%	0.2	5%	-13%	0%	8%	-2%	-21%	0%

The results go on:
smiles	Pol beta inh	TRHR ag	POLI inh	Anesthetic bind	BLM inh	12-LOX inh	APE1 inh	ERG Ets-DNA blk	POLK inh
Cn1c(CCNC(=O)C2CCCCC2)nc2cc([N+](=O)[O-])ccc21	5%	0.9	166%[activator]	-10%	-1%	u	26%	-13%	2%
CC(=O)Nc1ccc(/C=C(\C#N)C(=O)NC2CCCCC2)cc1	-2%	0.3	46%[activator]	-24%	-12%	-9%	-1%	2%[15.4 µM]	-11%
Cn1c2ccccc2c(=O)c2c(=O)n(-c3ccc(F)cc3)c(-c3cccs3)nc21	-5%	0.3	29%	0%	-6%	0%	-10%	9%	-10%
COc1cc(C=O)ccc1Oc1nnnn1-c1ccccc1	0%	-0.6	-4%	-7%	0%	120%[activator]	-11%	-1%	-14%
Cc1ccc(N2CC(c3nc(-c4ccc(Cl)cc4)no3)CC2=O)cc1F (stereo not drawn)	-1%	1.0	31%[activator]	-10%	-1%	-20%	x	11%	3%
Cc1[nH]n(-c2ccc([N+](=O)[O-])cc2)c(=O)c1C=NCCN1CCN(C(=O)c2ccc(Br)cc2)CC1	-3%	0.0	8%	-20%	-1%	15%	-5%	-13%	-14%
COc1ccc([N+](=O)[O-])cc1NC(=O)C1CCCNC1=O (stereo not drawn)	1%	0.2	33%[activator]	6%	-8%	-5%	-2%	8%	-4%
O=C(COC(=O)c1ccc2ccccc2c1O)NCC(F)(F)F	-24%	0.7	-12%	16%	0%	-14%	4%	19%	3%

(next part)
smiles	Pol beta inh	TRHR ag	POLI inh	Anesthetic bind	BLM inh	12-LOX inh	APE1 inh	ERG Ets-DNA blk	POLK inh
CCc1ccc(NC(=O)CSC2=Nc3ccccc3C3=NC(CC(=O)NCc4ccc5c(c4)OCO5)C(=O)N23)cc1 (stereo not drawn)	-10%	0.5	u	u	2%	-29%	x	-1%	-1%[60.1 µM]
CCC(C)(C(=O)NC1CCCC1)N(C(=O)CNC(C)=O)c1ccccc1 (stereo not drawn)	39%	0.2	12%	-5%	-2%	-43%	16%	-6%	2%
O=C(C1CCN(c2ncnc3c2sc2cccc(F)c23)CC1)N1CCOCC1	1%	0.1	0%	-16%	-9%	-7%	1%	-6%	9%
CC(=O)N1CC=CC1(CC(C)C)C(=O)NCCc1c[nH]c2ccccc12 (stereo not drawn)	12%	-0.1	3%	-1%&-9%	-2%&3%	-7%	-1%&16%	0%	10%
CCCn1c(/C=C/c2cc[n+](C)cc2)nc2ccccc21	8%	2.0	38%[activator]	x	2%	u	8%	9%	-2%
O=C(CSc1nc(-c2ccc(F)cc2)cc(C(F)(F)F)n1)NCc1cccs1	7%	-1.4	6%	-9%	4%	7%	-4%	0%	0%
COc1ccc(C(=O)NC(=S)Nc2ccc(N3CCCC3)cc2)cc1	-25%	1.0	6%	-9%	-2%	u	-1%	-3%	-5%
Cc1ccc(SCCCCN2C(=O)NC(C)(C)C2=O)cc1	-16%	-0.9	16%	-7%	0%	-15%	1%	x	-4%

7 entries from above, ordered by the value under TRHR ag, falling:
smiles	TRHR ag	POLI inh	BLM inh	12-LOX inh	APE1 inh	ERG Ets-DNA blk	POLK inh
COc1ccc(C(=O)NC(=S)Nc2ccc(N3CCCC3)cc2)cc1	1.0	6%	-2%	u	-1%	-3%	-5%
CCc1ccc(NC(=O)CSC2=Nc3ccccc3C3=NC(CC(=O)NCc4ccc5c(c4)OCO5)C(=O)N23)cc1 (stereo not drawn)	0.5	u	2%	-29%	x	-1%	-1%[60.1 µM]
CCC(C)(C(=O)NC1CCCC1)N(C(=O)CNC(C)=O)c1ccccc1 (stereo not drawn)	0.2	12%	-2%	-43%	16%	-6%	2%
O=C(C1CCN(c2ncnc3c2sc2cccc(F)c23)CC1)N1CCOCC1	0.1	0%	-9%	-7%	1%	-6%	9%
CC(=O)N1CC=CC1(CC(C)C)C(=O)NCCc1c[nH]c2ccccc12 (stereo not drawn)	-0.1	3%	-2%&3%	-7%	-1%&16%	0%	10%
Cc1ccc(SCCCCN2C(=O)NC(C)(C)C2=O)cc1	-0.9	16%	0%	-15%	1%	x	-4%
O=C(CSc1nc(-c2ccc(F)cc2)cc(C(F)(F)F)n1)NCc1cccs1	-1.4	6%	4%	7%	-4%	0%	0%

The results go on:
smiles	Pol beta inh	TRHR ag	POLI inh	Anesthetic bind	BLM inh	12-LOX inh	APE1 inh	ERG Ets-DNA blk	POLK inh
COc1ccc2nc(C)c3cc(C)oc3c2c1	1%	0.0	u	-4%	-6%	0%	8%	3%	1%
COC(=O)CCC(=O)OC1(C)C(=O)C2=CN(Cc3ccccc3)C(c3ccc(OC)cc3)=CC2=C(Br)C1=O (stereo not drawn)	x	x	u	x	-10%[12.4 µM]	u	2%[12.4 µM]	37%[activator]	6%
CCN(c1ccc(C)cc1)S(=O)(=O)c1nnc(NC(=O)C2CCCCC2)s1	-1%	1.4	9%	2%	-2%	-9%	x	-2%	-3%
CCS(=O)(=O)N1CCC(C(=O)NCCC2=CCCCC2)CC1	33%	0.4	18%	-7%	-11%	10%	-5%	2%	5%

Reprinted at random: 3 entries already listed.
smiles	Pol beta inh	TRHR ag	POLI inh	Anesthetic bind	BLM inh	12-LOX inh	APE1 inh	ERG Ets-DNA blk	POLK inh
CCN(c1ccc(C)cc1)S(=O)(=O)c1nnc(NC(=O)C2CCCCC2)s1	-1%	1.4	9%	2%	-2%	-9%	x	-2%	-3%
COC(=O)CCC(=O)OC1(C)C(=O)C2=CN(Cc3ccccc3)C(c3ccc(OC)cc3)=CC2=C(Br)C1=O (stereo not drawn)	x	x	u	x	-10%[12.4 µM]	u	2%[12.4 µM]	37%[activator]	6%
CCS(=O)(=O)N1CCC(C(=O)NCCC2=CCCCC2)CC1	33%	0.4	18%	-7%	-11%	10%	-5%	2%	5%

Assay outcomes (PubChem)
